# KKLEB tox: CF airway cell cytotoxicity counter-screen. KKLEB CF airway cells viability, ATPlite luminescence, overnight; active compounds read low; cells stimulated with P. aeruginosa culture filtrate. activity change (cytotoxicity), % at 5 µM. actives 0.36% (n = 360,000). AID 602141;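 active means corrected activity change at or below -50% at 5 µM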
# TWEAK Fn14 block: inhibitors of TWEAK-Fn14 interaction signaling | AID 1159606 | TWEAK-stimulated Fn14 reporter cells, luciferase luminescence, 8 h | actives 2% (n = 360,000) | inhibition, % at 10 µM; in the data active means inhibition above about 50%
# TROY signal inh: inhibitors of TROY-dependent NF-kB signaling; Q293 LMP1-TROYcd NF-kB luciferase reporter, 4 h; inhibition, % at 10 µM; AID 1347056; actives 0.98% (n = 360,000);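 active means compounds whose plate-normalised and pattern-corrected inhibition of the luciferase reporter signal at the single screening dose is 50% or more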
# NR2E3 ag-1: activates human photoreceptor nuclear receptor NR2E3; inhibition of corepressor binding, % at 4.78 µM; AID 2300; Q9Y5X4; actives 0.12% (n = 320,000); GST-NR2E3/biotin-RetCOR TR-FRET, 1536-well;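 active means percent inhibition above the cutoff of mean plus 3 SD of all tested compounds, set per screening campaign, cut at about 20% in these data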;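 further: 0% = DMSO wells and 100% = biotin wells as full block of FRET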
# Target sequence (Q9Y5X4 whole entry, looked up): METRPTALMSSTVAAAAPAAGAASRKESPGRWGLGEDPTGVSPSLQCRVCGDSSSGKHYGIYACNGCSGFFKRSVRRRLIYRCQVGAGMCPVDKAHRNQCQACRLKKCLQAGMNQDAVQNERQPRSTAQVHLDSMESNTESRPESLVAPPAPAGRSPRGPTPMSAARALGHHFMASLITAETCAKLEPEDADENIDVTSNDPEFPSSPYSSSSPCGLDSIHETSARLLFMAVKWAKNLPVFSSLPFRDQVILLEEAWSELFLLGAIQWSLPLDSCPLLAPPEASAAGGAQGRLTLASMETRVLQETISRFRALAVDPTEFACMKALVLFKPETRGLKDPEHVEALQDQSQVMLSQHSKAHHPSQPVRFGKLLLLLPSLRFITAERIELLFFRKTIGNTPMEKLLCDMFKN
#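 System: GST-NR2E3 and biotin-RetCOR proteins; probe or stimulus: 7 nM biotin-RetCOR; doses: compound at 4.8 µM, single dose; schedule: Compound–protein incubation for 5 h at 4 °C; detection: time-resolved FRET; read-out: percent inhibition; controls: biotin wells as high control, 0.6% DMSO wells as low control; format: 1536-well plates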
# C8 TRAIL sens: caspase-8 TRAIL sensitization. inhibition (viability loss, TRAIL sensitization), % at 10 µM. actives 1% (n = 360,000). NB7+C8 cells + TRAIL, ATPlite viability luminescence;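 active means compounds causing at least 50% loss of cell viability in the single-dose screen, relative to plate controls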
# HIF-2a inh: HIF-2a inhibition | AID 624352 | inhibition, % at 18.8 µM | actives 0.72% (n = 360,000) | 786-0 RCC cells HIF-2a reporter, luciferase luminescence, overnight;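 active means inhibition of the luminescence signal of 40% or more relative to plate controls, in a single-dose primary screen at 18.75 µM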
# Peg3 promoter: Peg3 promoter activity inhibition | inhibition, % at 20 µM | actives 1.7% (n = 360,000) | HeLa PEG-Prom luciferase reporter, luminescence, overnight;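 active means inhibition of at least 50% at 20 µM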
# Shn3 inh set2: Schnurri-3 reporter inhibition in Clone20 osteoblasts; actives 0.52% (n = 360,000); Clone20 osteoblast Shn3 3'UTR firefly luciferase, 24 h; inhibition, % at 12.5 µM;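 active means mean inhibition of at least 75% with every replicate also reaching 75%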;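 further: 0% = median of neutral control wells and 100% = pilot-screen positive control compound; some compounds past the cut are filed as inactive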
# NR2E3 ag-2: human photoreceptor-specific nuclear receptor agonism; CHO-S Gal4-NCOR/VP16-NR2E3 two-hybrid, luciferase; inhibition of corepressor binding, % at 3.98 µM; actives 0.35% (n = 360,000); AID 602229;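 active means inhibition above the mean of all tested compounds plus 3 SD, cut at about 70% in these data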;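 further: 0% = DMSO with NR2E3 transfected cells and 100% = cells lacking NR2E3 construct; higher means lower luciferase signal from less NR2E3 corepressor binding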
# MITF TRPM1 inh: MITF TRPM1 promoter inhibition in SK-MEL-5 cells. actives 0.83% (n = 330,000). inhibition, % at 12.5 µM. SK-MEL-5 TRPM1 promoter luciferase, 24 h;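 active means mean inhibition across replicates of 60% or more, whatever share of single replicates reaches that level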; further: values of inactives mirror those of a sister screen read the other way
# CF NFkB block: cystic fibrosis NF-kB activation inhibition; KKLEB NF-kB-GFP reporter, PAF-induced, GFP fluorescence overnight; inhibition, % at 5 µM; actives 0.86% (n = 360,000); AID 588850;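 active means at least 50% inhibition at 5 µM, scaled per plate between neutral and stimulator controls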;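 further: PAF is a Pseudomonas aeruginosa culture filtrate used as stimulus; plate controls were PAF-stimulated DMSO wells for no effect and unstimulated DMSO wells for full effect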
# The depositor's hits bear a star; . = no result given. A portion of the library, so the mix of outcomes need not match the whole.
SMILES,KKLEB tox,TWEAK Fn14 block,TROY signal inh,NR2E3 ag-1,C8 TRAIL sens,HIF-2a inh,Peg3 promoter,Shn3 inh set2,NR2E3 ag-2,MITF TRPM1 inh,CF NFkB block
CCCCn1c(N)c(N(CC)C(=O)C2CCC2)c(=O)[nH]c1=O,-1.7,9.2,0.7,-1.5,-11.2,5.8,0.6,-10.4,8.2,.,-15.3
CCc1ccc(-c2cc(C)no2)cc1S(=O)(=O)N1CCN(c2cc(C)ccc2C)CC1,-7.2,-11.2,7.0,0.6,18.2,5.7,24.3,21.2,-24.6,-4.1,26.7
CCc1ccc2c(c1)C(c1ccc([N+](=O)[O-])cc1)=NNC(c1ccc(Br)cc1)=N2,9.5,-6.3,-16.3,-3.2,-9.3,1.6,1.0,78.8,-27.6,3.0,-9.8
CC1NS(=O)(=O)c2cc([N+](=O)[O-])ccc21 (stereo not drawn),.,-4.3,-9.5,.,5.3,-1.8,.,.,-15.2,.,.
Cn1c(NCc2cccnc2)nc2c1c(=O)n(Cc1ccccc1F)c(=O)n2C,-3.2,-4.2,-0.5,0.4,-11.9,14.9,20.2,20.3,-7.9,10.8,25.0
COc1ccc([N+](=O)[O-])cc1N(CC(O)CN1C(=O)NC(C)(C)C1=O)S(=O)(=O)c1ccc(C)cc1 (stereo not drawn),-3.0,6.3,5.5,.,8.3,4.2,1.1,5.9,-20.9,.,11.1
Cc1cc(C)cc(-n2ncc3c2CCCC3NC(=O)c2cc(C)oc2C)c1 (stereo not drawn),1.6,19.7,0.5,-1.3,6.3,-14.9,-6.8,36.4,-11.7,-5.8,0.1
Cc1ccc(NC(=O)CSCC(=O)NCCc2ccccc2)c(C)c1,-10.4,-0.9,-3.7,2.3,9.2,-0.4,1.0,7.5,-23.1,-7.1,15.0
Cc1cc(C(=O)COc2ccc(-c3nnco3)cc2)c(C)n1Cc1ccccc1,5.0,23.6,8.8,-1.6,-12.1,-51.5,-1.7,22.8,-14.9,5.9,12.3
O=C(Nc1ccc(O)cc1)/C(=C\c1cccs1)NC(=O)c1ccccc1,3.1,-12.1,-23.6,-0.1,-0.2,16.9,6.8,10.2,-14.1,-9.4,12.4
O=C(CCCC(=O)Nc1ccccc1Br)N/N=C/c1c(F)cccc1Cl,6.9,0.4,-4.9,-0.3,-12.0,12.3,11.7,13.2,27.4,-3.4,13.4
O=C1NC(c2cc3c(cc2Cl)OCO3)Oc2ccccc21 (stereo not drawn),-5.1,16.6,2.2,-1.9,31.8,15.8,18.0,3.0,2.2,1.8,19.3
O=C(CSc1nnc(COc2ccccc2)n1-c1ccccc1)c1ccccc1,9.5,0.7,-2.7,-0.7,1.5,-3.2,11.7,6.9,-1.7,-4.2,18.0
O=C(O)c1ccccc1-c1ccccc1C(=O)Nc1ccc2c(c1)oc(=O)c1ccccc12,-0.2,-29.9,12.7,.,4.9,5.4,3.5,-7.8,-2.1,.,-9.4
COc1ccc(N2CCN(C(=O)CNC(=O)c3cn(-c4ccccc4OC)c(=O)c4ccccc34)CC2)cc1,-4.4,17.9,-12.9,6.3,-1.3,14.2,24.6,-44.4,-8.7,-3.7,-14.1
Cc1cccc(NC(=O)CN2C(=O)N/C(=C\c3ccc(-c4cccc(C(=O)O)c4)o3)C2=O)c1,3.1,-50.7,-41.1,-1.3,-19.2,-6.5,-4.3,4.6,-8.0,1.1,8.6
Cc1ccc(S(=O)(=O)NC(C)C(=O)NC2CCCCCC2)cc1 (stereo not drawn),1.0,-1.2,-9.5,0.3,1.5,11.1,-2.9,-6.2,-12.6,10.0,-9.0
Cn1c2c(c(=O)n(C)c1=O)CN(Cc1ccc(F)cc1)CN2,6.9,5.7,-12.0,6.9,-5.2,13.8,3.6,5.4,-6.2,7.0,-4.0
CCCc1nc2ccccc2n1CCOc1ccccc1,-10.4,0.6,-31.4,1.6,15.8,2.7,0.9,-0.9,-15.5,-1.3,-9.6
Cc1cccc(C(=O)NCCNC(=O)c2cccc(C)c2)c1,-0.8,23.5,-9.6,2.6,-3.5,9.3,6.2,12.0,19.5,-2.3,18.4
COc1ccc2oc(C(=O)OCC(=O)NCCN3C(=O)CSC3=O)c(C)c2c1,-11.3,0.8,-11.9,-2.0,-1.4,-61.8,-72.4,-13.7,-13.7,-3.5,16.6
O=C(Cn1nnc2ccccc2c1=O)N[C@H](C(=O)O)c1ccccc1,15.6,0.9,23.6,-0.2,-16.4,-8.3,-1.6,-18.1,17.7,0.5,8.4
COc1ccc(CNC(=O)c2noc3c2CCCC3)cc1,-5.0,-23.0,-39.4,-3.7,-9.8,-121.2,-103.1,-7.4,-35.6,-34.6,6.6
Cc1onc(-c2c(F)cccc2Cl)c1C(=O)OCC(=O)Nc1c(C)n(C)n(-c2ccccc2)c1=O,2.9,6.3,-1.1,0.2,-19.4,16.2,11.6,3.3,-14.1,7.4,1.8
Cc1cc(=O)oc2cc(OCC(=O)Nc3nccs3)ccc12,-13.7,38.4,-33.2,1.7,8.4,-159.5,-209.6,-53.0,-4.5,-46.1,17.8

# Other structures:
SMILES,KKLEB tox,TWEAK Fn14 block,TROY signal inh,NR2E3 ag-1,C8 TRAIL sens,HIF-2a inh,Peg3 promoter,Shn3 inh set2,NR2E3 ag-2,MITF TRPM1 inh,CF NFkB block
CCOc1nc(-c2ccccc2)ccc1-c1noc(COC)n1,-9.3,7.1,6.7,-4.9,-3.3,-17.3,-6.1,3.9,-15.1,0.4,-2.5
CCC(=O)Nc1ccc(C(=O)COC(=O)c2nc3nccc(C)n3n2)cc1,7.8,9.1,-10.2,1.3,-10.8,7.6,3.8,-6.3,-13.6,-6.7,-4.1
Cc1nn(C)c(C)c1S(=O)(=O)N1CCC(C(=O)NC2CCCc3ccccc32)CC1 (stereo not drawn),3.8,-4.9,5.4,1.3,-20.1,12.5,-12.4,9.4,9.0,0.5,-21.7
O=C(O)Cc1sc(NC2CCCCC2)nc1-c1ccc(Cl)cc1,2.8,-29.6,-39.8,0.9,-12.1,-162.0,-123.8,-4.8,-56.1,-5.9,8.4
COC(=O)C1C(=O)C2=C(CC1C)NC(=O)CC2c1ccccc1 (stereo not drawn),-0.7,-13.7,-0.4,-3.6,-15.3,19.8,5.8,-0.2,-18.3,-11.3,-0.5
CCOCCCNC(=O)C(c1ccc(Cl)cc1)N(Cc1cccs1)C(=O)c1ccccn1 (stereo not drawn),1.8,16.2,-13.4,2.7,-3.4,17.6,23.9,7.3,14.2,2.7,8.8
CCCCC(NS(=O)(=O)c1ccc(C)cc1)C(=O)Oc1ccc2c3c(c(=O)oc2c1)CCC3 (stereo not drawn),-1.8,25.6,69.9*,2.9,-3.7,-6.1,0.8,19.6,-22.6,3.6,-3.1
CCCN(CCC)Cc1cc2ccccc2c2c1COC2,-5.0,4.6,20.8,0.4,-3.2,15.8,7.5,4.6,-13.2,4.5,-4.1
C=CCc1ccccc1OCC(CN1CCCCC1)OC(C)=O (stereo not drawn),-3.0,1.4,5.2,2.9,-2.7,2.6,11.6,-11.1,-24.4,8.1,2.4
CC(C)C(=O)N1CCC1(C)C(=O)Nc1ccccc1OC(F)F (stereo not drawn),-14.8,6.7,-6.3,.,0.0,3.2,3.4,-2.4,-15.8,.,17.8
Cc1ccc(CCN2CC(C(=O)NCCCN3CCCCCC3)CC2=O)cc1 (stereo not drawn),3.9,17.2,20.7,-4.5,10.1,12.5,-5.6,3.4,-23.4,-3.1,0.9
O=S(=O)(Nc1cccc2ccccc12)c1cccc2nonc12,8.6,1.9,-13.6,0.9,-7.0,12.9,10.6,-15.6,-37.1,4.3,-36.4
COc1cc(C(O)P(=O)(OCCC(C)C)c2ccc(N(C)C)cc2)cc(OC)c1OC (stereo not drawn),-0.9,18.0,1.8,-0.9,-1.9,9.1,15.0,4.5,7.2,10.7,2.8
O=C(Nc1ccccn1)c1ccc(COc2ccccc2Cl)o1,-11.7,2.5,-27.8,0.9,-7.0,-196.0,-225.3,-53.5,7.5,-49.4,6.7
CCCOc1ccc(C(F)(F)F)cc1NS(=O)(=O)c1ccc(Cl)nc1,2.5,9.9,32.5,.,13.8,2.6,40.1,11.8,27.6,0.1,19.0
O=c1oc2cc(O)ccc2cc1-c1ccccc1,-7.1,-14.6,-83.2,0.6,5.4,-191.0,-353.7,-72.4,-93.8,-49.1,-3.0
COc1cccc2cc(C(=O)CS(=O)(=O)c3ccc(Cl)cc3)c(=O)oc12,-17.9,5.3,26.9,-1.2,5.7,11.1,14.2,0.0,-9.4,8.8,-7.0
C/C(=N\NC(=O)Cc1cccn1C)c1ccc2ccccc2c1,0.3,-26.1,-14.7,1.1,9.6,-166.1,-147.7,-0.3,-4.5,-40.1,-0.5
O=C(Cc1ccc2cccnc2c1)c1ccc(O)cc1O,0.8,-18.3,-58.4,0.1,15.7,-200.6,-183.1,-57.8,-78.9,-25.4,1.7
COc1ccc(CN(C)C(C)C(=O)Nc2ccc(S(=O)(=O)N3CCOCC3)cc2)c(OC)c1 (stereo not drawn),-6.3,9.4,12.3,0.8,-0.1,20.9,23.8,-15.7,7.5,-0.9,-21.3
COc1cc2c(cc1OC)CN(C(=O)c1ccc(S(=O)(=O)N3CCCCC3)cc1)CC2,9.4,-7.0,-1.7,-2.8,-10.1,12.7,22.9,8.7,-12.0,1.8,10.9
CCCCN1C(=O)C(CC(=O)NC2CCCCC2)CC(C(=O)N2CCOCC2)=C1C (stereo not drawn),6.9,-2.1,9.1,.,4.7,-4.3,-5.7,8.5,-6.7,.,-20.0
Nc1c(N(Cc2ccco2)C(=O)COc2ccccc2F)c(=O)[nH]c(=O)n1Cc1ccccc1,-5.7,27.2,25.9,0.8,-11.6,1.9,-0.5,9.3,9.7,-3.7,18.7
CCn1c(SC)nnc1-c1ccc(S(=O)(=O)N2CCCCC2)cc1,7.0,3.4,7.2,0.2,5.4,-2.0,4.0,-3.2,-9.2,-9.3,18.9
CCCCn1cnc2c(cnn2-c2ccc(Cl)cc2)c1=O,-8.3,-15.9,-16.8,-2.4,19.8,-195.8,-290.0,-74.9,-68.4,-66.8,14.6
CN1CCC(=NNC(=O)c2cc(-c3ccc(Cl)cc3)n[nH]2)CC1,2.4,-10.4,-13.3,1.3,-1.8,2.8,-3.3,-10.4,-39.6,-6.4,18.8

# Compound profiles, as listed above:
# Cc1nn(C)c(C)c1S(=O)(=O)N1CCC(C(=O)NC2CCCc3ccccc32)CC1 (stereo not drawn) in the list: KKLEB tox = 3.8; TWEAK Fn14 block = -4.9; TROY signal inh = 5.4; NR2E3 ag-1 = 1.3; C8 TRAIL sens = -20.1; HIF-2a inh = 12.5; Peg3 promoter = -12.4; Shn3 inh set2 = 9.4; NR2E3 ag-2 = 9.0; MITF TRPM1 inh = 0.5; CF NFkB block = -21.7
# CN1CCC(=NNC(=O)c2cc(-c3ccc(Cl)cc3)n[nH]2)CC1 in the list: KKLEB tox = 2.4; TWEAK Fn14 block = -10.4; TROY signal inh = -13.3; NR2E3 ag-1 = 1.3; C8 TRAIL sens = -1.8; HIF-2a inh = 2.8; Peg3 promoter = -3.3; Shn3 inh set2 = -10.4; NR2E3 ag-2 = -39.6; MITF TRPM1 inh = -6.4; CF NFkB block = 18.8

# Screens deposited in PubChem by several laboratories.
